# Hsp70 displacement – Hsp70 inhibitors, probe displacement, primary screen, biochemical, fluorescence polarization (AID 583) | Heat shock 70 kDa protein 1A (Homo sapiens) | Hsp70 fluorescence polarization probe displacement, mP; higher % means a stronger effect | displacement, % at 20 µM; hits with a dose series show IC50 in µM | 0.06% of 140,000 active; in the data active = displacement above about 50%;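 note: plate controls were vehicle for no effect and reference ligand for full effect; a part of the inactive calls stands beside numbers as strong as those of hits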
# Rat MKP-3 inhibitors – MKP-3 phosphatase inhibitors, primary screen, biochemical, rat enzyme, in vitro (AID 425); Dual specificity protein phosphatase 6 (Rattus norvegicus); recombinant MKP-3 phosphatase activity, fluorescence; higher % means a stronger effect; inhibition, % at 20 µM; hits with a dose series show IC50 in µM; 0.17% of 110,000 active; in the data active = inhibition above about 50%;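 note: plate controls were vehicle for no effect and reference inhibitor for full effect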
# * = called active by the depositor; nt = no result given; & = joins results of further samples.
Rat MKP-3 inhibitors	Hsp70 displacement	canonical_smiles
nt	8.8%	O=C(/C(=C/O)N=Nc1ccccc1)c1ccncc1
-0.6%	3.0%	O=C1C(Cl)=C(Nc2cccc([N+](=O)[O-])c2)c2c(Cl)c(Cl)c(Cl)c(Cl)c21
3.0%	-12.1%	Oc1c(/C=C2\C=Nc3ccccc32)sc(=S)n1-c1ccc(F)cc1
2.8%	4.3%	CCN(CC)CCN1C(=O)c2ccccc2NC1c1cc(OC)c(OC)c(OC)c1 (stereo not drawn)
nt	-0.6%	CCOC(=O)C1CCCCN1Cc1ccc(F)cc1 (stereo not drawn)
8.3%	1.7%	Cc1ccc(/C=N/Nc2nc(C(C)(C)C)cs2)o1
nt	-5.4%	O=C(COC(=O)CNS(=O)(=O)c1ccccc1)Nc1ccc(Cl)cn1
-9.4%	0.4%	CCOC(=O)Cn1c(CN2CCOCC2)nc2c1c(=O)n(C)c(=O)n2C
-14.2%	-3.6%	CCOC(=O)c1cc2c(n(-c3ccccc3)c1=O)CC(C)(C)CC2=O
1.0%	5.3%&5.7%	CC(C)COc1ccc(C(=O)Nc2ccc(NC(=O)c3ccco3)c(Cl)c2)cc1
2.1%	2.4%	COc1ccc(Cc2c(O)nc(SCC(=O)Nc3ccc(OC)cc3)[nH]c2=O)cc1
2.6%	3.0%	Cc1ccc(NC(=O)c2cc(F)c(F)cc2Cl)nc1
0.0%	2.8%	CC(C(=O)c1ccc(Cl)cc1)[n+]1cccc(NC(=O)c2ccccc2)c1 (stereo not drawn)
2.7%	1.8%	Cc1ccccc1-n1c(=O)cc(N2CCN(C(=O)c3ccco3)CC2)[nH]c1=O
0.0%	-0.9%	CCOC(=O)C1CCN(CC(O)COc2ccc(C(C)=O)cc2)CC1 (stereo not drawn)
0.8%	-1.5%	Cc1ccc(S(=O)(=O)N2CCN(C(=O)c3ccccc3)C2)cc1[N+](=O)[O-]
1.6%	1.8%	Cc1ccc(N2CCN(c3ccc(C)cc3)C(CC(=O)O)C2=O)cc1 (stereo not drawn)
10.6%	1.2%	Fc1cc(F)c2nc(N3CCOCC3)sc2c1
nt	-3.2%	CCN(CC)CCOc1ccc2c(c1)C(=NO)c1cc(OCCN(CC)CC)ccc1-2
11.1%	-4.0%	CCN1C=C(Cc2cccs2)C2=C(C1)C(c1cccs1)C(C#N)=C(N)O2 (stereo not drawn)
nt	8.3%	CCOc1ccc(CNC(=O)CCCOc2cc(=O)n(C)c3ccccc23)cc1
-0.2%	-2.9%	CC1=C(C(=O)Nc2ccccc2)C(c2ccc(Cl)cc2)NC(=S)N1 (stereo not drawn)
0.1%	61.3%*	CC(=O)NS(=O)(=O)c1ccc(NC(=O)c2ccc([N+](=O)[O-])c(C)c2)cc1
3.3%	2.0%	CC(=O)Nc1sc(NC(=O)c2ccccc2)nc1-c1cccs1
nt	-5.2%	Cc1sc2nc(C)n(/N=C/c3ccccc3O)c(=O)c2c1C
3.7%	-2.8%	O=c1cnnc(N/N=C\c2ccc(C(F)(F)F)cc2)[nH]1
nt	-5.0%	Cc1ccc(NC(=O)CCSCCC(=O)Nc2ccc(C)c(C)c2)cc1C
1.6%	-2.2%	CCOc1ccccc1C1C(C(=O)OC)=C(C)N(C)C(C)=C1C(=O)OC
-2.6%	3.8%	Cc1nn(-c2ccccc2)c(C)c1CCC(=O)O
nt	1.6%	CCCc1cc(=O)n2c([nH]c3ccccc32)c1C#N

# Entries of single compounds from above. Values in the order: Rat MKP-3 inhibitors	Hsp70 displacement
# `Cc1ccc(/C=N/Nc2nc(C(C)(C)C)cs2)o1` is listed with 8.3%	1.7%
# `Cc1ccc(NC(=O)c2cc(F)c(F)cc2Cl)nc1` is listed with 2.6%	3.0%
# `CCN1C=C(Cc2cccs2)C2=C(C1)C(c1cccs1)C(C#N)=C(N)O2` (stereo not drawn) is listed with 11.1%	-4.0%
# `O=c1cnnc(N/N=C\c2ccc(C(F)(F)F)cc2)[nH]1` is listed with 3.7%	-2.8%

# Some of the entries above in another layout.
> CCOc1ccc(CNC(=O)CCCOc2cc(=O)n(C)c3ccccc23)cc1
- Rat MKP-3 inhibitors: nt
- Hsp70 displacement: 8.3%

> CC(C)COc1ccc(C(=O)Nc2ccc(NC(=O)c3ccco3)c(Cl)c2)cc1
- Rat MKP-3 inhibitors: 1.0%
- Hsp70 displacement: 5.3%&5.7%

# (further entries)
Rat MKP-3 inhibitors	Hsp70 displacement	canonical_smiles
1.6%	-1.0%	CC(=O)N[C@H]1C[C@@H]1c1ccccc1
nt	-2.3%	Cc1cccc(C(=O)N2CCN(c3ccc(C(F)(F)F)cn3)CC2)c1C
-3.8%	-2.5%	CCOC(=O)c1ccc(NC(=O)CCc2nc(-c3ccccc3Cl)no2)cc1
-3.5%	-2.0%	CC(C)Oc1ccc(Cc2c(O)nc(NCCCN(C)C)[nH]c2=O)cc1
6.9%	-1.5%	O=C1c2ccccc2C(=O)N1CC1c2ccccc2CCN1S(=O)(=O)c1cnc[nH]1 (stereo not drawn)
4.9%	4.2%	Cc1nc(NC2=NCN(CCc3ccccc3)CN2)nc2c(C)cccc12
5.1%&1.9%	2.3%&2.8%	O=C(Nc1ccc2c(c1)OCCO2)c1ccncc1
-7.1%	3.8%	CCOc1cc(C(=O)Nc2ccc(N3CCN(C(C)=O)CC3)cc2)cc(OCC)c1OCC
-6.4%	-3.2%	CCc1nn2c(N3CCOCC3)cc(C)nc2c1-c1ccc(F)cc1
0.9%	nt	O=C(CN1CCN(Cc2ccccc2Cl)C1=O)N1CCCCCC1
-2.9%	1.1%	COc1ccc(-c2nnc(SCC(=O)Nc3ccc(C)cc3Br)o2)cc1
-0.1%	1.9%	Nc1nonc1-n1nnc(C(=O)N/N=C/c2cccc(O)c2)c1-c1ccccc1
nt	9.1%	CCN(CC)c1ccc(C(=O)c2ccccc2C(=O)O)c(O)c1
1.4%	2.1%	Cc1cccc(CC2S/C(=N\N=C\c3ccc(O)cc3)NC2=O)c1 (stereo not drawn)
-8.9%	-1.6%	COc1ccc(OC)c(N(CC(=O)N2CCCC2)S(=O)(=O)c2ccc(OC)c(OC)c2)c1
-2.0%	3.1%	O=C(Cc1ccccc1)Nc1cccc(-c2nc3ncccc3o2)c1
0.4%	-3.3%	CC(=O)Nc1ccc(S(=O)(=O)Nc2ccc(C)c(Br)c2)cc1
-0.3%	2.1%	COC(=O)c1ccc(NC(=O)c2ccc3nccnc3c2)cc1
-4.1%	1.0%	COc1cc(-c2noc(-c3ccccc3C)n2)cc(OC)c1OC
1.6%	0.3%	O=C(/C=C/c1cccs1)Nc1ncc(Cc2ccccc2Cl)s1
nt	-0.8%	CC1(C)CC(=O)c2cc(C(=O)O)c(=O)n(-c3ccccc3)c2C1
-0.5%	-0.5%	CC(=O)Nc1cccc2c1C(=O)NC2=O
0.6%	-2.7%	Cn1c(=O)[nH]c(=O)c2c1nc(N1CCN(CCO)CC1)n2CCSc1nc2ccccc2s1
nt	7.5%	Nc1cc(=O)nc(SCC(=O)NCc2ccccc2)n1CCc1ccccc1
2.3%	-54.9%	CCN(CC)c1ccc(/C=C2\C(=O)NC(=S)N(c3ccc(F)cc3)C2=O)c(O)c1
-1.5%	-0.6%	COc1ccccc1CN(C)C(=O)C1COc2ccccc2O1 (stereo not drawn)
3.2%	-1.4%	CN(C)CCNC(=O)C12CC3CC(c4ccccc4)(C1)CC(c1ccccc1)(C3)C2
-0.8%	2.7%	Cc1cc(=O)[nH]c(SCC(=O)c2ccc(C(C)C)cc2)n1
-3.7%	2.3%	CC1=C(SCCC#N)S/C(=C2\SC(C)=C(SCCC#N)S2)S1
4.0%	-3.0%	CCOc1ccc(C(=O)Nc2ccc(C(=O)OC)cc2)cc1Cl

Rat MKP-3 inhibitors	Hsp70 displacement	canonical_smiles
-0.3%	3.0%	CSC1=NCCN1C(=O)c1ccc(S(=O)(=O)N2CCCC2)cc1
-15.9%	23.3%	Oc1cccc(C(=S)N2CCN(Cc3ccccc3)CC2)c1
1.5%	0.1%	O=C(CSc1ncccn1)Nc1ccc(Cl)cc1
nt	2.8%	COC(=O)c1ccc(Cl)c(NC(=O)CN2CCN(C)CC2)c1
3.6%	2.0%	COC(=O)CN1C(=O)C(=C(C#N)C#N)c2ccccc21
4.4%	-5.2%	CC(C)COc1ccc(C(=O)Nc2ccc(Cc3ccncc3)cc2)cc1
-1.8%	1.0%	Cc1ccc(C(=O)Nc2ccccc2)cc1[N+](=O)[O-]
3.4%	-2.2%	O=S(=O)(c1ccccc1)N1CCN(c2ccccn2)CC1
-1.9%	1.4%	CCCN=C(CCC)C1=C(O)C(C(=O)OC)C(C)(C)CC1=O (stereo not drawn)
-3.4%	3.6%	CN(C)C(=O)N1CCC(C(=O)NCc2ccccc2)CC1
1.6%&2.0%	9.2%&-33.6%	CC(=O)c1ccc(NC(=O)CSc2nnc(NC(=O)CN3CCOCC3)s2)cc1
nt	6.5%	O=C(O)CCC(=O)N1CC=C(c2ccccc2)CC1
5.5%	1.0%	O=C1OCCN1CCN(CN1C(=O)CCC1=O)CN1C(=O)CCC1=O
nt	5.6%	Cc1ccnc(NC(=O)c2ccc(COc3ccc(Cl)cc3)o2)c1
nt	-3.0%	CC(C)NS(=O)(=O)c1ccc(OCC(=O)N2CCCC2)c(Cl)c1
8.5%	6.0%	CCOC(=O)c1ccc(N2C(=O)CC(C(=O)OC)=C2C)cc1
nt	-0.4%	Cc1ccc(OCCC(=O)OCC(=O)N2c3ccccc3CC2C)cc1 (stereo not drawn)
-8.1%	1.4%	COCC(C)N=Cc1c(O)[nH]c2ccccc12 (stereo not drawn)
5.5%	0.4%	COCCOC(=O)C1=C(C)NC(=O)CC1c1ccccc1OCc1ccccc1 (stereo not drawn)
2.9%	-0.8%	COc1ccc(Br)cc1-n1c(=O)[nH]c2cc(C(F)(F)F)ccc21
nt	3.5%	Cc1cc(C(F)F)n2nc(C(=O)Nc3sc4c(c3C#N)CCC(C)C4)nc2n1 (stereo not drawn)
nt	-6.4%	Cn1cnnc1SCC(=O)c1ccc2c(c1)OCO2
nt	0.2%	CCCN(CC1CC1)C(=O)CSc1ncnc2sc(C)c(C)c12
-0.3%	-2.6%	CCN(CC)c1ccc(C2NC(=O)NC(C)=C2C(=O)OCCC#N)cc1 (stereo not drawn)
8.7%	-2.7%	O=C(CC1SCCNC1=O)Nc1cccc(C(F)(F)F)c1 (stereo not drawn)
nt	8.4%	CCC(C)(C)n1nnnc1C(c1cc2cc3c(cc2[nH]c1=O)OCO3)N1CCCCC1 (stereo not drawn)
nt	1.4%	COc1ccccc1NC(=O)c1ccc(-c2ccc(Br)cc2)o1
3.9%	3.0%	Cc1onc(-c2ccccc2Cl)c1C(=O)Nc1ccc(S(=O)(=O)NCC2CCCO2)cc1 (stereo not drawn)
1.3%	-5.3%	O=C(COc1ccccc1)Nc1cccc(-c2nc3ccccc3[nH]2)c1
-2.1%	3.2%	Cc1onc(-c2ccccc2)c1C(=O)Nc1cccc(C#N)c1

# Retrieved one by one from the list above (three):
Rat MKP-3 inhibitors	Hsp70 displacement	canonical_smiles
nt	-6.4%	Cn1cnnc1SCC(=O)c1ccc2c(c1)OCO2
-0.3%	-2.6%	CCN(CC)c1ccc(C2NC(=O)NC(C)=C2C(=O)OCCC#N)cc1 (stereo not drawn)
3.9%	3.0%	Cc1onc(-c2ccccc2Cl)c1C(=O)Nc1ccc(S(=O)(=O)NCC2CCCO2)cc1 (stereo not drawn)

# Further compounds
Rat MKP-3 inhibitors	Hsp70 displacement	canonical_smiles
1.8%	-3.8%	N#Cc1cc2c(nc1SCc1ccc(Br)cc1)CCCC2
0.2%	4.6%	CC1(C)CC(=O)C2=C(C1)Nc1ccccc1N(C(=O)c1ccccc1)C2c1cccc([N+](=O)[O-])c1 (stereo not drawn)
-0.3%	-10.9%	Cc1ccc(/C=c2\sc3nc(-c4ccccc4Br)nn3c2=O)o1
-6.1%	0.5%	Cc1cc(OCC(=O)c2ccc(F)cc2)ccc1N1C(=O)CCC1=O
-5.1%	-1.6%	CC(C)(/C=N/O)/[N+]([O-])=C/c1ccccc1C(F)(F)F
-14.0%	-5.8%	CC(=O)Nc1cccc2c1OCCO2
5.1%	-1.6%	C=CCOc1c(Br)cc(/C=C2/N=C(c3ccccc3)OC2=O)cc1OC
-0.4%	1.6%	O=C1c2ccccc2NC(c2ccccc2)N1c1ccc(Cl)cc1 (stereo not drawn)
-3.3%	-4.9%	O=C(CN(Cc1ccc2c(c1)OCO2)C(=O)CNC(=O)c1ccco1)NC1CCCCC1
3.3%	0.2%	CCOC(=O)N1CCC(NC(=O)CCS(=O)(=O)c2ccc3c(c2)CCN3C(=O)CC)CC1
-2.7%	-1.7%	O=C(CCCN1C(=O)CSc2ncccc21)N1CCN(c2cccc(C(F)(F)F)c2)CC1
2.2%	3.5%	COc1ccc(CN2CCN(C3CCCC3)CC2)c(OC)c1OC
5.6%	-1.8%&-5.2%	Cc1ccccc1N=C(NOCc1ccccc1)c1nonc1N
nt	-3.5%	Cc1ccc(NC(=O)NCCCN2CCCC2=O)cc1
4.8%	nt	CC(=O)Nc1ccc(S(=O)(=O)N2CCSCC2)cc1
-4.1%	-1.9%	O=C(CN1CCN(S(=O)(=O)c2ccc(Br)cc2)CC1)Nc1ccccc1F
-6.4%	2.7%	Cc1cc(C(=O)N2CCN(CCc3ccccc3)CC2)no1
-1.4%	5.7%	CCC(C)c1ccc(OCCOc2ccc(Cl)cc2/C=N/n2cnnc2)cc1 (stereo not drawn)
3.8%	-1.3%	CCOC(=O)N1CCN(C(=O)c2ccc3c(=O)n(-c4ccc(OC)cc4)c(=S)[nH]c3c2)CC1
0.3%	1.7%	CC1Cc2nc(SCC(=O)OCc3ccccc3)n(C)c(=O)c2S1 (stereo not drawn)
-5.4%	0.8%	CCCOc1ccc(C(=O)NCc2cccnc2)cc1
2.6%	-4.7%	COc1ccc(/C=C2/SC(=Nc3ccccc3)NC2=O)cc1O
-2.1%	4.6%	COc1ccc(OC)c(NC(=O)c2cccc(C)c2)c1

# This is a subset (hit frequency here may not be typical).
